KAT2A inh: inhibitors of human GCN5L2 histone acetyltransferase. Q92830. GCN5L2 HAT assay, ThioGlo1 CoA-SH fluorescence. Potency, µM (series often up to 58.9 µM), for the others: at the highest dose activity change, negative = inhibition, hits mostly inhibitors. hit rate 0.21% among 390,000. AID 504327
Target sequence (Q92830 whole entry, looked up): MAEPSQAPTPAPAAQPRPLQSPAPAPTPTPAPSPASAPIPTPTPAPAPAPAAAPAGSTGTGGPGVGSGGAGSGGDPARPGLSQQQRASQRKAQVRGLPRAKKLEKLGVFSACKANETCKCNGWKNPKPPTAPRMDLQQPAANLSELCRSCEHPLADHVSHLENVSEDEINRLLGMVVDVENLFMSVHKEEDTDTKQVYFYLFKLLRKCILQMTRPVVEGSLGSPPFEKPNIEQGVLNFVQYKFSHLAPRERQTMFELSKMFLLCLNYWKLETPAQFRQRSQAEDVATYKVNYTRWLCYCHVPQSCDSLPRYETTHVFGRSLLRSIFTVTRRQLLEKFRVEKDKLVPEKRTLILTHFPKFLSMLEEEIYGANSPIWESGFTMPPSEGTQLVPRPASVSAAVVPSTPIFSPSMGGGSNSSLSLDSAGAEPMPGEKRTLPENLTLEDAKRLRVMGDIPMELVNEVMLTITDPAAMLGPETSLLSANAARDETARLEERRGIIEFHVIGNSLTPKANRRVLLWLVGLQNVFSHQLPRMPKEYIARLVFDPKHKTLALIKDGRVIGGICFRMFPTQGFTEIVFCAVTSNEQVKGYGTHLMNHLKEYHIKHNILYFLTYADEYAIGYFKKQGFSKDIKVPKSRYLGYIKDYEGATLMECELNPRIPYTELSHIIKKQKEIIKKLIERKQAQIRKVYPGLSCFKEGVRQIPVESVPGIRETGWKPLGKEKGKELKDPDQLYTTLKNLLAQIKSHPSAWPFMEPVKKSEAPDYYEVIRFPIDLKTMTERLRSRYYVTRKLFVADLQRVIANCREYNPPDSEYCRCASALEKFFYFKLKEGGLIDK
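GCN5L2 (20nM final) in 50mM HEPES, 0.1mM EDTA pH 7.5, 0.01% Tween-20 was preincubated 15 min at room temperature with compound, then given ThioGlo1 (50uM), H3(1-25) peptide (75uM) and acetyl-CoA (70uM); CoA-thiol fluorescence (Ex340/Em540) was read at 0 and 20 min.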
TDP1 cell CPT: growth inhibition of DT40 Tdp1-/-;hTDP1 cells with camptothecin (screen for TDP1 inhibitors) | chicken DT40 Tdp1-/-;hTDP1 cells + 20 nM CPT, ATP luminescence, 48 h | Potency, µM (series often up to 46.2 µM), for inactives: at the top dose activity change, negative = growth inhibition, usual class: inhibitors | hit rate 12% among 420,000; also: nearly all actives have a fitted effect of over 55% in size
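Cell growth measured by CellTiter-Glo luminescence after a minimum 48 h, 37 C compound exposure with 20 nM CPT in Tdp1-knockout DT40 cells stably expressing hTDP1, seeded 400/well; qHTS titration format.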
DT40 TDP1 no CPT: qHTS for Inhibitors of human tyrosyl-DNA phosphodiesterase 1 (TDP1): qHTS in cells in absence of CPT; DT40 Tdp1-/- hTDP1 cells, no CPT, ATP luminescence, 48 h; Potency, µM (series often up to 46.2 µM), for inactives: at the top dose activity change, negative = growth inhibition, usual class: inhibitors; hit rate 15% among 420,000; AID 686978, 2013; also: nearly all actives have a fitted effect of over 55% in size
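Readout: luminescence from CellTiter-Glo after 30 min in the dark at RT. Cells: DT40 Tdp1-/- with stable hTDP1, 400/well. Exposure: compounds alone, ≥48 hr, 37 °C.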
Numbers without * were called inactive; u = inconclusive; x = no result given; & = joins results of further samples. Calls follow the shape of the dose curve; as a rule, active = well fitted curve in the direction sought with a large enough effect; inconclusive = small, poorly fitted or top-dose-only effect, or another doubt; inactive = no such curve, though single readings can be large; an effect the other way counts as inactive or inconclusive. % is scaled to controls: 0 for no effect and ±100 for the full control effect; potency is read from the fitted curve at half-maximal effect. The list is partial; rates above refer to the full screens.

SMILES	KAT2A inh	TDP1 cell CPT	DT40 TDP1 no CPT
Cc1ccc(NC(=O)c2ccc(Cl)c(NC(=O)c3cccs3)c2)cc1	u	u	u
COC(=O)/C=C/CC(C)OS(N)(=O)=O (centres undefined)	-4%	-2%	12%
C=CCOC(=O)C1=C[C@@H](c2ccc(Br)cc2)C[C@@H](OCc2ccc(CO)cc2)O1	-3%	u	u
CCN(CC)C(=O)CSc1nc(O)c(Cc2ccccc2)c(=O)n1-c1ccccc1C	u	-24%	u
CCn1c(SCC(=O)NCc2cccs2)nnc1-c1ccco1	2%	-5%	1%
CCOC(=O)C1=C(COc2ccc(F)cc2Cl)NC(=O)NC1c1cc(C)ccc1C (centres undefined)	1%	u	21µM*
COc1ccccc1-c1cn[nH]c1-c1ccc(OCc2ccccc2)cc1O	-11%	0%	u
O=C(c1ccc(F)c(S(=O)(=O)N2CCOCC2)c1)N(c1ccccc1)c1ccccn1	2%	-11%	-27%
CCOC(=O)C1CCCN(C(=O)C2CCN(S(=O)(=O)c3cccs3)CC2)C1 (centres undefined)	0%	u	u
CCOC(=O)c1c(NC(=O)CSc2nc3ccccc3c(=O)n2-c2ccccc2)sc(C(C)=O)c1C	-1%	-14%	-9%
Cc1cccc(NC(=S)N2CCN(c3ccc(F)cc3)CC2)c1	-7%	-17%	u
CCc1ccc(C(O)c2ncc(-c3cccc4ccccc34)[nH]2)cc1 (centres undefined)	x	u	16µM*
Cc1ccc(CCNC(=O)CN2N=C(c3ccc(C)cc3)CCC2=O)cc1	2%	-23%	-27%
O=C(NN1C(=O)C2C(C1=O)C1C=CC2C12CC2)c1cccnc1 (centres undefined)	0%	16%	4%
CCN(CC)S(=O)(=O)c1ccc2c(c1)nc(CCC(=O)Nc1cccc(C(F)(F)F)c1)n2CC	-1%	29µM*	u
CCOC(=O)c1ccc(NC(=S)N2CCN(C(=O)C3CCCO3)CC2)cc1 (centres undefined)	-9%	-5%	-4%
Cc1ccc2c(c1)S(=O)(=O)c1ccc3ccccc3c1N2	x	-1%	2%
CC(C)C(=O)Nc1nc(-c2ccccc2)ns1	-8%	-24%	-14%
COCCn1c(=O)cnc2cnc(Oc3ccc(OC)cc3)nc21	-9%	-25%	-17%
CCOC(=O)c1ccc2nc(C)cc(Nc3cccc(C(=O)O)c3)c2c1	6%&0%	-17%	-14%
NS(=O)(=O)c1ccc(CCNC(=O)c2ccc3c(c2)N(Cc2ccccc2)CCS3)cc1	u	1%	-8%
O=C(Nc1ccc2nc(SCC(=O)N3CCCc4ccccc43)sc2c1)c1cccc(Cl)c1	-9%	13µM*	6.5µM*
Fc1cccc(-c2nc(-c3ccncc3)no2)c1	3%	19%	-8%
COCCNC(=O)C1CCCN(C(=O)c2ccnc(Cl)c2)CC1 (centres undefined)	x	-11%	-16%
O=[N+]([O-])c1cccc(CNc2ccc3c(c2)CCC3)c1	-3%	u	u

Remaining list, next part
SMILES	KAT2A inh	TDP1 cell CPT	DT40 TDP1 no CPT
CSc1ncc(C(=O)Nc2ccc(C(C)=O)cc2)c(-c2ccccc2)n1	-8%&-14%	u	u
CCN(CC)S(=O)(=O)c1ccc(-c2nnc3sc4cccc(C)c4n23)cc1	-11%	23µM*	u
COc1ccc(CNc2ccc(Cl)cc2)cc1Cn1ccnc1	1%	u	16µM*
CC(=O)Nc1cccc(C(=O)OC(C)C(=O)NC(=O)NC2CCCCC2)c1 (centres undefined)	0%	-23%	u
O=C(NCc1cccs1)C(=O)NCC(c1ccco1)N1CCN(c2ccccc2)CC1 (centres undefined)	-8%	u	-22%
Cc1ccc2cc(/C=N/NC(=O)CN3CCCCC3)c(Cl)nc2c1	1%	u	u
CCCCCC(=O)N1CCCCC1	-4%	5%	-10%
Cc1ccsc1C(C(=O)NC1CCCCC1)N(C(=O)c1csnn1)C1CC1 (centres undefined)	-3%	u	-26%
CC(C)CCNC(=O)C(c1cccnc1)N(CCc1ccccc1)C(=O)Cn1nnc2ccccc21 (centres undefined)	0%	-18%	u
CC(=O)c1cc(C#N)c(SCc2ccc(F)cc2)nc1C	1%	6%	-2%
COCCCC1CCN(C(=O)C2CCC(=O)N(C3CCCCCC3)C2)CC1 (centres undefined)	-2%	-50%	u
CCC(C)[C@H](NC(=O)[C@@H]1Cc2c([nH]c3ccccc23)C2c3ccccc3C(=O)N21)C(=O)NCC1CCCO1 (some centres undefined)	-1%	u	16µM*
O=C(OCC1COc2ccccc2O1)c1c(F)cccc1F (centres undefined)	-1%	-12%	-4%
CC(C)C(=O)N1CCN(c2ccc(NC(=O)c3ccc([N+](=O)[O-])o3)cc2Cl)CC1	-11%	1.2µM*	2.1µM*
O=C1NCCN1CCNS(=O)(=O)c1ccc2ccccc2c1	-1%	-12%	-15%
CCOc1ccccc1-n1nnnc1SCC(=O)Nc1cc2oc3ccccc3c2cc1OC	-8%	u	-29%
COc1ccc(C(=O)NC(=S)Nc2ccc(N3CCOCC3)c(Cl)c2)cc1[N+](=O)[O-]	-9%	13µM*	21µM*
COc1ccc(CN(C(=O)CN2C(=O)c3ccccc3S2(=O)=O)C(C(=O)NCC2CCCO2)c2ccco2)cc1 (centres undefined)	-2%	-16%	-4%
COc1ccc(C(=O)n2nc(-c3cccnc3)nc2NCc2ccccc2)cc1OC	-3%	-24%	u
COC(=O)c1nn(C23CC4CC(CC(C4)C2)C3)c2c1C(=O)N(c1ccc(F)cc1)C2=O	-7%	-1%	-29%
COc1cc(OC)nc(/N=C/NO)n1	1%	2%	-4%
COc1ccc(C(=O)NNC(=O)c2cc3cccc(OC)c3oc2=O)cc1	-4%	-2%	u
CN(C)c1ccc(C=NCCC2(O)CCOC(C)(C)C2)cc1 (centres undefined)	-5%	-21%	-15%
Cc1cc(N2CCN(C)CC2)nc2ccc(NC(=S)N3CCN(c4cccc(Cl)c4)CC3)cc12	-1%	1.8µM*	2.6µM*
Cn1c(=O)c2c(nc(NCc3ccccc3)n2CCCc2ccccc2)n(C)c1=O	-5%	9.2µM*	5.2µM*

Part of the list above, as a markdown table.
| SMILES | KAT2A inh | TDP1 cell CPT | DT40 TDP1 no CPT |
| --- | --- | --- | --- |
| O=C(NCc1cccs1)C(=O)NCC(c1ccco1)N1CCN(c2ccccc2)CC1 (centres undefined) | -8% | u | -22% |
| Cc1ccc2cc(/C=N/NC(=O)CN3CCCCC3)c(Cl)nc2c1 | 1% | u | u |
| CCCCCC(=O)N1CCCCC1 | -4% | 5% | -10% |
| Cc1ccsc1C(C(=O)NC1CCCCC1)N(C(=O)c1csnn1)C1CC1 (centres undefined) | -3% | u | -26% |
| CC(C)CCNC(=O)C(c1cccnc1)N(CCc1ccccc1)C(=O)Cn1nnc2ccccc21 (centres undefined) | 0% | -18% | u |
| CC(=O)c1cc(C#N)c(SCc2ccc(F)cc2)nc1C | 1% | 6% | -2% |
| COCCCC1CCN(C(=O)C2CCC(=O)N(C3CCCCCC3)C2)CC1 (centres undefined) | -2% | -50% | u |
| CCC(C)[C@H](NC(=O)[C@@H]1Cc2c([nH]c3ccccc23)C2c3ccccc3C(=O)N21)C(=O)NCC1CCCO1 (some centres undefined) | -1% | u | 16µM* |
| O=C(OCC1COc2ccccc2O1)c1c(F)cccc1F (centres undefined) | -1% | -12% | -4% |
| CC(C)C(=O)N1CCN(c2ccc(NC(=O)c3ccc([N+](=O)[O-])o3)cc2Cl)CC1 | -11% | 1.2µM* | 2.1µM* |
| O=C1NCCN1CCNS(=O)(=O)c1ccc2ccccc2c1 | -1% | -12% | -15% |
| CCOc1ccccc1-n1nnnc1SCC(=O)Nc1cc2oc3ccccc3c2cc1OC | -8% | u | -29% |
| COc1ccc(C(=O)NC(=S)Nc2ccc(N3CCOCC3)c(Cl)c2)cc1[N+](=O)[O-] | -9% | 13µM* | 21µM* |
| COc1ccc(CN(C(=O)CN2C(=O)c3ccccc3S2(=O)=O)C(C(=O)NCC2CCCO2)c2ccco2)cc1 (centres undefined) | -2% | -16% | -4% |
| COc1ccc(C(=O)n2nc(-c3cccnc3)nc2NCc2ccccc2)cc1OC | -3% | -24% | u |
| COC(=O)c1nn(C23CC4CC(CC(C4)C2)C3)c2c1C(=O)N(c1ccc(F)cc1)C2=O | -7% | -1% | -29% |
| COc1cc(OC)nc(/N=C/NO)n1 | 1% | 2% | -4% |
| COc1ccc(C(=O)NNC(=O)c2cc3cccc(OC)c3oc2=O)cc1 | -4% | -2% | u |
| CN(C)c1ccc(C=NCCC2(O)CCOC(C)(C)C2)cc1 (centres undefined) | -5% | -21% | -15% |
| Cc1cc(N2CCN(C)CC2)nc2ccc(NC(=S)N3CCN(c4cccc(Cl)c4)CC3)cc12 | -1% | 1.8µM* | 2.6µM* |

New compounds follow
SMILES	KAT2A inh	TDP1 cell CPT	DT40 TDP1 no CPT
Cc1cccc(C(=O)N[C@@H]2c3ccccc3C[C@@H]2O)n1	x	2%	-23%
C/C(=N\NC(=O)c1cccc([N+](=O)[O-])c1)c1cccnc1	-4%	4%	9%
CCn1cc(/C=C/c2cc[n+](C)cc2)c2ccccc21	-19%	0.33µM*	1µM*
Cc1ccc(C(=O)NCC(c2ccco2)N2CCOCC2)cc1 (centres undefined)	-6%	-2%	-1%
Cc1ccc(-c2nnc3n2N=C(c2ccccc2)CS3)cc1	4%	-20%	-15%
Cc1c(C(=O)N(Cc2ccccc2)C(C)C)oc2ccc(S(=O)(=O)N3CCOCC3)cc12	-6%	u	-21%
Cc1nnc(NC(=O)CSc2ncn(-c3ccccc3)n2)s1	-1%	12%	-17%
O=[N+]([O-])c1ccc(O)c(/C=N/Nc2ncnc3c2cnn3-c2ccccc2)c1	0%	3.7µM*	3.7µM*
CCOc1cc(Cl)c(S(=O)(=O)NCc2ccccn2)cc1Cl	-15%	-26%	u
O=C(O)CCc1nn2cc(-c3ccccc3)nc2[nH]c1=O	u	-4%	-1%
CN1CCN(C(=O)c2ccc3ccccc3c2)CC1	-6%	0%	2%
CC1=C(C(=O)N2CCN(c3cc(C)ccc3C)CC2)C2(CCCCC2)OC1=O	0%	0%	1%
CCn1cc(/C=C(\NC(=O)c2ccc(OC)cc2)C(=O)N2CCOCC2)c2ccccc21	-8%	-7%	22%
CCNc1cc(N2CCOCC2)nc(SC)n1	-7%	-12%	10%
COc1ccc(N(CC(=O)Nc2ccccc2C(N)=O)S(=O)(=O)c2ccc(C)c([N+](=O)[O-])c2)cc1	-5%	u	23µM*
O=C(COc1ccccc1)Nc1ccccc1OCc1cc(=O)n2ccccc2n1	-12%	-5%	-10%
CCOC(=O)CSc1nnc(COc2cccc(C)c2)o1	-1%	2%	-2%
CC(C)C(=NO)c1ccccc1	x	1%	-1%
CCCN1C(=O)/C(=C/c2cc(C)n(C)c2C)SC1=Nc1ccc(OC)cc1	-6%	13µM*	9.2µM*
CCN(CC)S(=O)(=O)c1ccc(N2CCCC2)c(NC(=O)C2=COCCO2)c1	-3%	-10%	-17%
O=C(Nc1cccc(Cl)c1N1CCCC1)c1ccc([N+](=O)[O-])o1	3%	-30%	-27%
COCCNc1nc(-c2ccccc2C)nc2ccccc12	-7%	u	18µM*
CCOCCCNC(=O)C1CCN(C(=O)Nc2ccc(C)cc2)CC1	0%	-6%	-4%
COc1ccc(OC)c(C2c3c(-c4ccc(Br)cc4)n[nH]c3C(=O)N2c2ccc(Cl)cc2)c1 (centres undefined)	-6%	u	u
O=C(CN1C(=O)c2ccccc2C1=O)Nc1ccc(N2CCOCC2)cc1	0%	-16%	2%

Next records follow:
SMILES	KAT2A inh	TDP1 cell CPT	DT40 TDP1 no CPT
CCNC(=O)C1CCCN(C(=O)c2ccco2)CC1 (centres undefined)	x	3%	15%
c1nc(N2CCN(Cc3ccc4c(c3)OCO4)CC2)c2[nH]cnc2n1	2%	u	u
CC(=O)NCCc1nc2ccccc2n1CCCCOc1ccc(Cl)cc1	-9%	21µM*	15µM*
CCCCN(C(=O)c1ccc(S(=O)(=O)N2CCCC2)cc1)C1CCS(=O)(=O)C1 (centres undefined)	-1%	7%	9%
CC(OC(=O)c1cc[n+]([O-])cc1)C(=O)Nc1ccc(C(N)=O)cc1 (centres undefined)	-3%	6%	3%
COc1ccc(Cl)cc1NC(=O)COC(=O)CNC(=O)c1ccc([N+](=O)[O-])c(C)c1	-2%	-16%	-5%
Cc1cc(-c2nnc3n2CCCCC3)c(C)n1-c1ccccc1	1%	u	16µM*

Compound activity from PubChem BioAssay.
